BioA inh – M. tuberculosis BioA enzyme inhibitors, primary screen, biochemical, plate reader, single point, HTS. 7,8-diaminopelargonic acid synthase BioA (Mycobacterium tuberculosis). purified M. tuberculosis BioA enzyme. inhibition, % at 9.99 µM. 360,000 tested, 0.096% active. AID 602481, 2012; in the data active = inhibition above about 40%
* marks the source's active call; other numbers are inactive results; & = joins results of further samples.

SMILES	BioA inh
C[C@@H]1CN([C@@H](C)CO)C(=O)c2cccc(NS(=O)(=O)c3ccc(F)cc3)c2O[C@@H]1CN(C)Cc1ccc(-c2ccccc2)cc1	0.7
C[C@@H]1CN([C@@H](C)CO)S(=O)(=O)c2ccc(/C=C/c3ccccc3)cc2O[C@@H]1CN(C)C(=O)NC1CCCC1	3.5
C[C@@H]1CN([C@H](C)CO)C(=O)c2cc(NC(=O)Cc3ccccc3)ccc2O[C@H]1CN(C)C(=O)Nc1ccccc1	-0.4
CCNC(=O)[C@H]1[C@H](CO)[C@H]2Cn3c(ccc(-c4ccccc4)c3=O)[C@@H]1N2Cc1cccnc1	-1.3
C[C@H](CO)N1C[C@H](C)[C@@H](CN(C)C(=O)Nc2ccc(C(F)(F)F)cc2)Oc2ccc(N(C)C)cc2C1=O	-0.7
CO[C@@H]1CN(C)C(=O)c2ccc(NS(=O)(=O)c3cn(C)cn3)cc2OC[C@@H](C)N(Cc2cccc(Cl)c2)C[C@H]1C	9.6
O=C(C[C@@H]1CC[C@H]2[C@@H](COC[C@@H](O)CN2Cc2cccc(-c3ccncc3)c2)O1)N1CCN(c2ccccc2)CC1	0.5
Cc1noc(C)c1NC(=O)N(C)C[C@H]1Oc2ccc(NC(=O)C3CCCCC3)cc2CC(=O)N([C@H](C)CO)C[C@@H]1C	-0.1
C[C@H](CO)N1C[C@H](C)[C@H](CN(C)C(=O)C2CC2)Oc2cc(-c3ccc(F)cc3)ccc2S1(=O)=O	2.0
COC(=O)[C@H]1[C@H](CO)[C@H]2Cn3c(ccc(C4=CCCC4)c3=O)[C@@H]1N2C(=O)CC1CC1	-1.0
CO[C@@H]1CN(C)C(=O)c2cc(NS(=O)(=O)c3ccccc3)ccc2OC[C@H](C)N(Cc2cccnc2)C[C@@H]1C	-1.6
C[C@H]1CCCCO[C@@H](CN(C)Cc2ccc3c(c2)OCO3)[C@@H](C)CN([C@@H](C)CO)C(=O)c2cc(NS(C)(=O)=O)ccc2O1	1.7
COCC#Cc1ccc2c(c1)O[C@@H](CN(C)CC1CCOCC1)[C@@H](C)CN([C@H](C)CO)S2(=O)=O	-1.1
C[C@@H]1CCCCO[C@H](CN(C)Cc2ccc(C(F)(F)F)cc2)[C@H](C)CN([C@H](C)CO)C(=O)c2cc(NC(=O)Nc3ccc(F)cc3)ccc2O1	0.2
COc1ccc(S(=O)(=O)N(C)C[C@@H]2Oc3c(NC(=O)c4ccncc4)cccc3C(=O)N([C@H](C)CO)C[C@@H]2C)cc1	-1.7
Cc1noc(C)c1NC(=O)Nc1ccc2c(c1)C(=O)N([C@H](C)CO)C[C@@H](C)[C@H](CN(C)C(=O)Nc1ccc(C(F)(F)F)cc1)O2	0.4
C[C@@H]1CN([C@H](C)CO)C(=O)c2cccc(NC(=O)C3CCOCC3)c2O[C@H]1CN(C)Cc1ccc(C(F)(F)F)cc1	0.6
C[C@H](CO)N1C[C@H](C)[C@H](CN(C)Cc2ccc(F)cc2)Oc2ncc(-c3ccc(F)cc3)cc2C1=O	3.7&4.9
Cc1ccc(S(=O)(=O)Nc2ccc3c(c2)C(=O)N([C@@H](C)CO)C[C@@H](C)[C@H](CN(C)S(=O)(=O)c2c(C)noc2C)OCCCC[C@H](C)O3)cc1	-0.4
CO[C@H]1CN(C)C(=O)c2ccc(NC(=O)C3CC3)cc2OC[C@H](C)N(Cc2ccccc2)C[C@H]1C	-1.0
Cc1noc(C)c1S(=O)(=O)N(C)C[C@@H]1Oc2ccc(NC(=O)C3CCCCC3)cc2CC(=O)N([C@H](C)CO)C[C@@H]1C	4.4
O=C(N[C@H]1CC[C@H](CCNS(=O)(=O)c2ccc(F)cc2)O[C@@H]1CO)C1CC1	-3.5
O=C(C[C@H]1C=C[C@H](NC(=O)Nc2cc(F)ccc2F)[C@H](CO)O1)NCCCN1CCOCC1	0.1
O=C(N[C@H]1CC[C@@H](CC(=O)N2CCc3ccccc3C2)O[C@@H]1CO)C1CC1	-5.8
O=C(Cc1ccccn1)NCC[C@H]1CC[C@H](NC(=O)Nc2ccc(F)cc2)[C@H](CO)O1	-1.0

Shown with bars between the fields: part of the list above
SMILES | BioA inh
C[C@H](CO)N1C[C@H](C)[C@H](CN(C)Cc2ccc(F)cc2)Oc2ncc(-c3ccc(F)cc3)cc2C1=O | 3.7&4.9
Cc1ccc(S(=O)(=O)Nc2ccc3c(c2)C(=O)N([C@@H](C)CO)C[C@@H](C)[C@H](CN(C)S(=O)(=O)c2c(C)noc2C)OCCCC[C@H](C)O3)cc1 | -0.4

Next section.
SMILES	BioA inh
C[C@@H]1CN([C@@H](C)CO)C(=O)c2cc(NS(=O)(=O)c3ccccc3)ccc2O[C@@H]1CN(C)Cc1ccc(C(F)(F)F)cc1	-2.2
Cc1cc(C(=O)Nc2cccc3c2O[C@@H](CN(C)S(=O)(=O)c2cn(C)cn2)[C@@H](C)CN([C@@H](C)CO)C3=O)n(C)n1	-1.2
CC(C)NC(=O)N[C@@H]1CC[C@@H](CCNC(=O)C2CCCC2)O[C@H]1CO	-4.7
C[C@@H]1CN([C@@H](C)CO)C(=O)c2cc(NC(=O)NC3CCCCC3)ccc2O[C@@H]1CN(C)Cc1ccc(-c2ccccc2)cc1	-3.3
CCCNC(=O)[C@H]1[C@H](CO)[C@H]2Cn3c(ccc(/C=C/c4ccccc4)c3=O)[C@@H]1N2C(=O)c1ccncc1	-0.6
CC(C)CC#Cc1cnc2c(c1)C(=O)N([C@H](C)CO)C[C@H](C)[C@@H](CN(C)S(C)(=O)=O)O2	-1.3
CO[C@@H]1CN(C)C(=O)c2cc(NC(C)=O)ccc2OC[C@H](C)N(Cc2nccs2)C[C@H]1C	-4.6
C[C@@H]1CCCCO[C@@H](CN(C)S(=O)(=O)c2ccccc2)[C@@H](C)CN([C@H](C)CO)C(=O)c2cc(NC(=O)Cc3ccccc3)ccc2O1	-0.7
C[C@H](CO)N1C[C@H](C)[C@H](CN(C)Cc2ccncc2)Oc2ncc(C#Cc3ccc(C(F)(F)F)cc3)cc2C1=O	-2.6
CC(C)NC(=O)N(C)C[C@@H]1Oc2c(NC(=O)c3nc4ccccc4s3)cccc2C(=O)N([C@@H](C)CO)C[C@H]1C	-0.6
CCCN1C[C@@H](C)[C@H](OC)CN(C)C(=O)c2cc(NC(=O)C3CCC3)ccc2OC[C@@H]1C	0.5
C[C@H]1CN([C@@H](C)CO)C(=O)c2cc(NC(=O)CCN3CCOCC3)ccc2O[C@H]1CN(C)S(=O)(=O)c1cn(C)cn1	0.5
CC(C)NC(=O)N(C)C[C@H]1OCCCC[C@H](C)Oc2ccc(NS(=O)(=O)c3cn(C)cn3)cc2C(=O)N([C@@H](C)CO)C[C@@H]1C	-0.7
O=C(Nc1ccc(-c2ccccc2)cc1)[C@H]1[C@H](CO)[C@H]2Cn3c(cccc3=O)[C@H]2N1CC1CCOCC1	-0.9
COc1ccc(CNC(=O)N(C)C[C@@H]2OCc3ccccc3-c3c(n(C)c4ccccc34)C(=O)N([C@H](C)CO)C[C@H]2C)cc1	1.0
Cc1ccccc1S(=O)(=O)N1CC[C@@H]2[C@H]1c1cc(C#Cc3ccccc3)ccc1N[C@@H]2CO	-1.8
COC(=O)C[C@H]1CC[C@H]2[C@H](COc3ccc(NC(=O)c4cc(C)on4)cc3C(=O)N2C)O1	-2.4
COc1ccc(NC(=O)Nc2ccc3c(c2)C(=O)N([C@H](C)CO)C[C@@H](C)[C@H](CN(C)C(=O)NC2CCCCC2)OCCCC[C@H](C)O3)cc1	1.4
CCCC#Cc1cnc2c(c1)C(=O)N([C@@H](C)CO)C[C@@H](C)[C@H](CN(C)C(=O)CCN1CCCCC1)O2	-1.2
COc1cccc(-c2ccc([C@@H]3[C@H](CO)N4CCCCN(S(=O)(=O)c5cn(C)cn5)C[C@@H]34)cc2)c1	3.2
O=C(C[C@@H]1C[C@H]2c3cc(NC(=O)C4CCOCC4)ccc3O[C@H]2[C@@H](CO)O1)NCc1ccc(Cl)cc1	-0.9
CNC[C@@H]1Oc2cc(C#CCN(C)C)ccc2S(=O)(=O)N([C@H](C)CO)C[C@H]1C	-2.2
CC(=O)N[C@H]1CC[C@H](CCNC(=O)C2CC2)O[C@H]1CO	6.8
CN1C(=O)c2cc(NC(=O)Nc3ccccc3F)ccc2OC[C@@H]2O[C@H](CC(=O)NCc3ccc(-c4ccccc4)cc3)CC[C@@H]21	-3.6
O=C(Nc1ccc(Cl)cc1)N1C[C@@H]2[C@H](c3ccccc31)[C@H](CO)N2C(=O)c1ccccn1	-0.5

Later entries.
SMILES	BioA inh
CN1C(=O)c2cc(NC(=O)C3CC3)ccc2OC[C@@H]2O[C@@H](CC(=O)NCC3CCCCC3)CC[C@H]21	-2.4
O=C(Nc1ccc2c(c1)[C@@H]1C[C@H](CC(=O)N3CCOCC3)O[C@@H](CO)[C@@H]1O2)C1CCOCC1	-1.7
O=C(NCC[C@@H]1CC[C@H](NC(=O)C2CCOCC2)[C@H](CO)O1)c1cc(Cl)cc(Cl)c1	-0.7
CCC(=O)Nc1ccc2c(c1)C(=O)N(C)C[C@@H](OC)[C@@H](C)CN(CC1CCCCC1)[C@@H](C)CO2	1.5
C[C@H]1CN([C@@H](C)CO)C(=O)Cc2cc(N(C)C)ccc2O[C@@H]1CN(C)S(=O)(=O)c1cn(C)cn1	1.2
COCC(=O)N(C)C[C@H]1Oc2cc(C#Cc3ccccc3)ccc2S(=O)(=O)N([C@@H](C)CO)C[C@@H]1C	-3.0
CNC[C@H]1Oc2c(NS(=O)(=O)c3ccc(C)cc3)cccc2C(=O)N([C@H](C)CO)C[C@@H]1C	-0.4
CO[C@H]1CN(C)C(=O)c2ccc(NC(=O)c3cccc(F)c3)cc2OC[C@@H](C)N(CC2CC2)C[C@H]1C	2.7
Cc1ccc(S(=O)(=O)Nc2ccc3c(c2)C(=O)N([C@@H](C)CO)C[C@H](C)[C@@H](CN(C)Cc2ccc(C(F)(F)F)cc2)OCCCC[C@H](C)O3)cc1	1.2
CN1[C@@H]2c3ccc(-c4ccncc4)c(=O)n3C[C@@H]2[C@@H](CO)[C@@H]1C(=O)NC1Cc2ccccc2C1	-0.1
C[C@H](CO)N1C[C@H](C)[C@@H](CN(C)Cc2ccccn2)Oc2cc(-c3ccncc3)ccc2S1(=O)=O	1.0
Cc1ccc(S(=O)(=O)N[C@H]2CC[C@@H](CCNC(=O)Nc3ccc(Cl)cc3)O[C@@H]2CO)cc1	3.9
C[C@H](O)C#Cc1cnc2c(c1)C(=O)N([C@@H](C)CO)C[C@H](C)[C@@H](CN(C)C(=O)Cc1ccccn1)O2	-2.8
C[C@@H]1CN([C@@H](C)CO)C(=O)Cc2cc(NC(=O)CCN3CCOCC3)ccc2O[C@@H]1CN(C)Cc1ccc(Oc2ccccc2)cc1	0.0
COc1ccccc1CN(C)C[C@@H]1OCc2ccccc2-c2ccccc2C(=O)N([C@H](C)CO)C[C@@H]1C	2.4
C[C@@H]1CN([C@@H](C)CO)C(=O)c2cc(C#CC3CCCC3)cnc2O[C@H]1CN(C)C(=O)C1CCC1	2.0
COc1ccccc1-c1ccc([C@@H]2[C@@H](CO)N(C(=O)C3CC3)[C@H]2C#N)cc1	3.3
COc1ccccc1C(=O)N1C[C@H]2[C@@H](c3ccccc31)[C@H](CO)N2C(=O)C1CCOCC1	-2.1
O=C(C[C@@H]1C=C[C@H](NC(=O)c2ccc(F)cc2)[C@@H](CO)O1)NCc1ccncn1	-2.2
C[C@@H]1CCCCO[C@H](CN(C)C)[C@@H](C)CN([C@@H](C)CO)C(=O)c2cc(NC(=O)Nc3ccc4c(c3)OCO4)ccc2O1	1.1
Cc1ccc(S(=O)(=O)N[C@@H]2CC[C@@H](CCn3cc(C4CCCCC4)nn3)O[C@H]2CO)cc1	-2.4
CC(C)(C)[S@@](=O)N1Cc2cc(C(=O)NC3CCC3)nc(-c3cccc(-c4ccccc4F)c3)c2[C@H]1CCO	0.3
COC(=O)C[C@@H]1CC[C@@H]2[C@H](COc3ccc(NC(=O)Nc4cccc(C)c4)cc3C(=O)N2C)O1	0.6
COc1ccc([Si](C)(C)[C@H]2[C@H](CCO)O[C@@]3(C(=O)N(c4ccccc4)c4ccccc43)[C@@H]2C)cc1	21
CO[C@@H]1CN(C)C(=O)c2ccc(NC(=O)c3nc4ccccc4s3)cc2OC[C@H](C)N(Cc2cncnc2)C[C@H]1C	-5.0
C[C@H]1CN([C@@H](C)CO)C(=O)c2cccc(NS(=O)(=O)c3ccc(F)cc3)c2O[C@@H]1CN(C)CC1CC1	-2.6
O=C(N[C@@H]1CC[C@@H](CCNS(=O)(=O)c2ccc(F)cc2)O[C@@H]1CO)c1cnccn1	-0.9
CC(=O)N1[C@H](C(=O)N2CCCCC2)[C@@H](CO)[C@@H]2Cn3c(ccc(C4=CCCCC4)c3=O)[C@@H]21	-1.3
COc1ccc(S(=O)(=O)N(C)C[C@@H]2OCCCC[C@H](C)Oc3ccc(NC(=O)c4ccncc4)cc3C(=O)N([C@H](C)CO)C[C@@H]2C)cc1	0.9
COc1ccccc1CNC(=O)C[C@H]1CC[C@H](NC(C)=O)[C@H](CO)O1	0.2

Compounds shown so far with an aryl methoxy group (10):
SMILES	BioA inh
COc1ccc(S(=O)(=O)N(C)C[C@@H]2Oc3c(NC(=O)c4ccncc4)cccc3C(=O)N([C@H](C)CO)C[C@@H]2C)cc1	-1.7
COc1ccc(CNC(=O)N(C)C[C@@H]2OCc3ccccc3-c3c(n(C)c4ccccc34)C(=O)N([C@H](C)CO)C[C@H]2C)cc1	1.0
COc1ccc(NC(=O)Nc2ccc3c(c2)C(=O)N([C@H](C)CO)C[C@@H](C)[C@H](CN(C)C(=O)NC2CCCCC2)OCCCC[C@H](C)O3)cc1	1.4
COc1cccc(-c2ccc([C@@H]3[C@H](CO)N4CCCCN(S(=O)(=O)c5cn(C)cn5)C[C@@H]34)cc2)c1	3.2
COc1ccccc1CN(C)C[C@@H]1OCc2ccccc2-c2ccccc2C(=O)N([C@H](C)CO)C[C@@H]1C	2.4
COc1ccccc1-c1ccc([C@@H]2[C@@H](CO)N(C(=O)C3CC3)[C@H]2C#N)cc1	3.3
COc1ccccc1C(=O)N1C[C@H]2[C@@H](c3ccccc31)[C@H](CO)N2C(=O)C1CCOCC1	-2.1
COc1ccc([Si](C)(C)[C@H]2[C@H](CCO)O[C@@]3(C(=O)N(c4ccccc4)c4ccccc43)[C@@H]2C)cc1	21
COc1ccc(S(=O)(=O)N(C)C[C@@H]2OCCCC[C@H](C)Oc3ccc(NC(=O)c4ccncc4)cc3C(=O)N([C@H](C)CO)C[C@@H]2C)cc1	0.9
COc1ccccc1CNC(=O)C[C@H]1CC[C@H](NC(C)=O)[C@H](CO)O1	0.2

Source: PubChem (Broad Institute)

This is a subset; rates above refer to the full screens.
